High-throughput results (PubChem)
PI4K2A inh – inhibitors of human PI4K2A. purified PI4K2A, ADP-Glo luminescence, 1 h; active compounds read low. activity change, negative = inhibition, % at 76.9 µM. 0.13% of 420,000 active; in the data active = activity change below about -50%;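 also: -100% = wells without enzyme as full effect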
Target sequence (Q9BTU6 whole entry, looked up): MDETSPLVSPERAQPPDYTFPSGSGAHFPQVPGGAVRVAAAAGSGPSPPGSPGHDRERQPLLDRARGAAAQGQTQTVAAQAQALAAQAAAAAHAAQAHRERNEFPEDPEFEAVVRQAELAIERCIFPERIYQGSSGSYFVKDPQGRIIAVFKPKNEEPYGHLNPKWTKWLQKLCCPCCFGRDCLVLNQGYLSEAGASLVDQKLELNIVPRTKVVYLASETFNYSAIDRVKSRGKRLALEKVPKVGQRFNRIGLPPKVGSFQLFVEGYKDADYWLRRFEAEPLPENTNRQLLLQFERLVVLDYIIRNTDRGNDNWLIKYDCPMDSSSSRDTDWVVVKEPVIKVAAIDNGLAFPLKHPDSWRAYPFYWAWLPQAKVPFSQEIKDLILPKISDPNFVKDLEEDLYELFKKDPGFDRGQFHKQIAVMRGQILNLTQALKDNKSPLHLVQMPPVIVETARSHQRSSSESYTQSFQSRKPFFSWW
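Compounds are screened against recombinant PI4K2A using PI as substrate and ATP, the latter dispensed at 300 microM. Reactions run one hour at ambient temperature before ADP-Glo detection; full inhibition defined by wells lacking enzyme.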
Active calls of the source: *; & = joins results of further samples. These rows are one share of the data. The share of hits here may be higher or lower than overall.

PI4K2A inh	Compound
-3.7	CC(=O)CC[C@@H]1CC[C@]2(CCCN(C(=O)C(C)(C)C)C2)O1
2.3	COC(=O)[C@]12C[C@H](CC(=O)NCc3cccs3)C(=O)N(Cc3cccc4ccccc34)C1=C[C@H](C1CCCC1)O[C@@H]2C
-1.0	CCOC(=O)CC[C@H]1CC[C@]2(CCCN(C(=O)c3ccno3)C2)O1
-2.5	O=C(OCc1ccccc1)[C@H](Cc1ccccc1)NC(=O)[C@@H]1CC=C[C@@H]2CCN(C3CCCCC3)C(=O)[C@@H]21
-5.3	CN=C1S/C(=C/c2cc(C)n(-c3ccc(Cl)cc3F)c2C)C(=O)N1C
-0.9	Cc1ccc(-c2cc(C(=O)NN=Cc3cc(Br)ccc3O)[nH]n2)cc1C
3.4	CCc1ccc(C=NN2CCN(Cc3ccc(C)cc3C)CC2)cc1
-2.7	COC(=O)[C@]12C[C@H](CC(=O)NCCc3ccccc3OC)C(=O)N(Cc3ccco3)C1=C[C@H](C1CCCC1)O[C@@H]2C
-4.3	Fc1cc(F)c(CSc2nnc(-c3cccnc3)n2Cc2ccccc2)cc1F
-5.6	C=CCN1C(=O)[C@@H](CC(=O)N2CCCCC2)[C@]2(C(=O)OC)CCCCC=C12
-52.2*	Cn1cccc1CC(=O)NN=C/C=C\c1ccco1
1.5	O=C(OC12CCCN(C1)/C(=C/c1cccc(Cl)c1)C2)C1CCCC1 (stereo not drawn)
-3.1	COC(=O)[C@]12C[C@H](CC(=O)N3CCCCC3)C(=O)N(Cc3ccc(Cl)cc3Cl)C1=C[C@H](C1CCCC1)O[C@@H]2C
0.3	COC(=O)[C@]12C[C@H](CC(=O)NCCc3ccccc3OC)C(=O)N(Cc3ccccc3)C1=C[C@H](COCc1ccccc1)O[C@@H]2C
-5.2	Cc1ccc(C)c(NC(=O)c2cccc3c2-c2ccccc2C3=O)c1
0.1	Fc1ccc(CC2CCN(c3ncnc4sccc34)CC2)cc1
-1.0	O=c1c2ccc(F)cc2nc2sc(Nc3ccc4c(c3)CCC4)nn12
0.5	O=C1CSc2ccc(C(=O)N3CCCC(C(=O)N4CCN(c5ccc(F)cc5)CC4)C3)cc2N1 (stereo not drawn)
-1.9	O=C(NCCCc1ccccc1)OC1CCC12CCC(c1ccccc1)CC2 (stereo not drawn)
1.9	COC(=O)[C@]12C[C@H](CC(=O)NCc3ccc(OC)c(OC)c3)C(=O)N(Cc3ccco3)C1=C[C@H](C1CCCC1)O[C@@H]2C

(next part)
PI4K2A inh	Compound
1.8	C=CCN(Cc1ccc(OC)cc1OC)C(C#CCCCC)c1ccccc1 (stereo not drawn)
2.7	O=C1CCC[C@H]2C[C@H](NCc3ccc(Cl)c(C(F)(F)F)c3)CC[C@]23CCCN13
-2.9	Cc1ccccc1NC(=O)CN1CCN(c2nc(-c3ccccc3)cs2)CC1
2.6	O=C(OC12CCCN(C1)/C(=C/c1cccc(Cl)c1)C2)c1ccno1 (stereo not drawn)
2.2	O=C(CCCCCN1C(=O)C2C3C=CC(C3)C2C1=O)N1CCN(c2ncccn2)CC1 (stereo not drawn)
-2.9	CN(C)c1ccc(NC(=S)OC2CCC23CCC(c2ccccc2)CC3)cc1 (stereo not drawn)
0.7	S=c1[nH]nc(-c2n[nH]c3c2CCC3)n1N=Cc1ccco1
-0.1	CCCC(=O)N1CCC[C@]2(CC[C@@H](CCC(=O)OCC)O2)C1
-3.4	COc1ccccc1CCC[C@@H](CCS(=O)(=O)C(C)C)CC1CCCCC1
-2.3	Cc1ccc(CN2CCCCC(NC(=O)Nc3ccccc3)C2=O)cc1 (stereo not drawn)
5.2	COC(=O)c1ccc2c(C(C)c3ccccc3O)c[nH]c2c1 (stereo not drawn)
0.3	O=C(Nc1ccc(F)cc1)Nc1c(-c2ccc(C(F)(F)F)cc2)nc2ncccn12
4.7	CN1C2=N[C@@H](c3ccc(Br)cc3)CC(=O)N2/C(=C\c2ccccc2)[C@@H]1c1ccccc1
-3.7	NC(=O)c1ccc(NC(=O)CSc2nnc(-c3ccccc3)n2-c2ccccc2)cc1
-1.1	COC(=O)[C@]12C[C@H](CC(=O)N3CCCC3)C(=O)N(CCc3ccc(OC)c(OC)c3)C1=C[C@H](C1CCCC1)O[C@@H]2C
-9.6	CC(C)(C)OC(=O)NCc1ccccc1/C=C/S(=O)(=O)NCc1ccccc1
-5.4	COC(=O)C[C@H]1CC[C@H]2[C@H](COc3ccc(NC(=O)Cc4cccs4)cc3C(=O)N2C)O1
-2.1	CC(C)CNC(=O)CC1Oc2ccccc2NC1=O (stereo not drawn)
-1.1	CCCNC(=O)C[C@H]1CC[C@H]2[C@@H](COc3ccc(NC(=O)Nc4ccccc4)cc3C(=O)N2C)O1
6.2	C=CCn1c(COc2ccc(C)cc2)nnc1SCC(=O)Nc1ccc(Oc2ccccc2)cc1

Remaining list, next part:
PI4K2A inh	Compound
1.0	CCOC(=O)[C@]12CCCCC/C=C\1N(Cc1ccc(OC)cc1)C(=O)[C@H]2CC(=O)N1CCN(C(=O)c2ccco2)CC1
6.6	COC(=O)[C@H](C)NC(=O)[C@@H]1CCCN1C(=O)CNP(=O)(OCc1ccccc1)OCc1ccccc1
-1.2	COC(=O)CN1CCN(C(=O)c2csc(N3CCOCC3)n2)CC1
-3.9	Cc1ccc(CN2CCCCC(NC(=O)Nc3cccc([N+](=O)[O-])c3)C2=O)cc1 (stereo not drawn)
-1.0	C#CCNC(=O)C[C@H]1C[C@@]2(C(=O)OC)C(=C[C@H](C(C)C)O[C@@H]2C2CC2)N(CCCCCCCC)C1=O
-2.2	Cc1ccccc1CN1CCCCC(NC(=O)Nc2cccc(F)c2)C1=O (stereo not drawn)
-4.6	CCOC(=O)[C@@]12CCCC3=C1N(CCC3)C(=O)[C@H]2CC(=O)NCCCCc1ccccc1
-2.9	Cc1cccc(-c2nnc(SCC(=O)Nc3cccc4ccccc34)n2Cc2ccco2)c1
0.0	COc1cc(Cn2cc([C@]34C[C@H]5C(=O)N(C)CC(=O)N5[C@H]3N(S(=O)(=O)c3ccccc3)c3ccccc34)c3ccccc32)cc(OC)c1
-4.5	Cc1ccc(-c2cc(C(=O)NN=Cc3cccc4ccccc34)[nH]n2)cc1C
-2.8	COc1ccc(S[C@]2(C(=O)N3CCN(c4ncccn4)CC3)CC(=O)N(c3ccc(Cl)cc3)[C@@H]2c2ccc(OC)cc2)cc1
-3.0	CC(=O)N1CCN(C(=O)CCn2nnc3ccccc32)CC1
-2.1	COc1ccnc2c1CCCCC2S(=O)c1nc2ccccc2[nH]1 (stereo not drawn)
-6.0	CN1[C@@H](Cc2ccccc2)COc2cc(F)ccc2S1(=O)=O
4.9	COC(=O)[C@]12C[C@H](CC(=O)N3CCCC3)C(=O)N(Cc3ccc(Cl)cc3Cl)C1=C[C@H](C(C)C)O[C@@H]2C1CC1
-5.6&0.2	S=C(Nc1ccccc1)OC1CCC12CCC(c1ccccc1)CC2 (stereo not drawn)
0.0	COC(=O)[C@]12C[C@H](CC(=O)N3CCSCC3)C(=O)N(Cc3ccc(Cl)cc3Cl)C1=C[C@H](C(C)C)O[C@@H]2C1CC1
0.1	CCC(C)[C@H](NC(=O)[C@H](CC(C)C)NC(=O)OC(C)(C)C)C(=O)N[C@@H](Cc1ccccc1)C(=O)OC (stereo partly drawn)
1.2	O=C(Cc1ccccc1)N1CCC(Oc2cccnc2)CC1
-2.2	O=C(c1cccc(C(F)(F)F)c1)N1CC[C@H]2[C@H](CCCN2Cc2ccc(F)cc2)C1

Retrieved by compound from the entries so far (6):
PI4K2A inh	Compound
-4.6	CCOC(=O)[C@@]12CCCC3=C1N(CCC3)C(=O)[C@H]2CC(=O)NCCCCc1ccccc1
-2.2	O=C(c1cccc(C(F)(F)F)c1)N1CC[C@H]2[C@H](CCCN2Cc2ccc(F)cc2)C1
-4.5	Cc1ccc(-c2cc(C(=O)NN=Cc3cccc4ccccc34)[nH]n2)cc1C
-6.0	CN1[C@@H](Cc2ccccc2)COc2cc(F)ccc2S1(=O)=O
0.1	CCC(C)[C@H](NC(=O)[C@H](CC(C)C)NC(=O)OC(C)(C)C)C(=O)N[C@@H](Cc1ccccc1)C(=O)OC (stereo partly drawn)
-2.2	Cc1ccccc1CN1CCCCC(NC(=O)Nc2cccc(F)c2)C1=O (stereo not drawn)

The results go on.
PI4K2A inh	Compound
-5.3	CCOC(=O)CC[C@@]1(C(=O)OCC)C[C@@H](CC(=O)NCCCN2CCCC2=O)C(=O)N2CCCC=C21
1.4	O=C(CSc1nnc(-c2cccs2)o1)c1ccc2c(c1)OCO2
3.4	COC(=O)c1ccc(Cn2ccc3ccc(-c4ccc5ccn(Cc6ccccc6)c5c4)cc32)cc1
-8.2	C[C@@H](N)P(=O)(O)C[C@H](Cc1ccccc1)C(=O)O
0.5	C=CC[C@@H]1NN2C(=O)[C@@H](CCCC)[C@@H]3c4cc5ccccc5cc4C=NN3[C@@H]2c2cc3ccccc3cc21
-2.1	CCCCCCC(=O)NC1CCCCN(Cc2ccc(C)cc2)C1=O (stereo not drawn)
-1.8	CCc1ccccc1-c1cc(C(=O)OC)c2n(c1=O)CCC2
3.9	CN1C(=O)c2cc(NC(=O)C3CCCCC3)ccc2OC[C@H]2O[C@@H](CC(=O)NC3CCCC3)CC[C@H]21
-6.8	O=C(NCCc1c[nH]c2ccccc12)OCc1cn(Cc2ccccc2Cl)nn1
-5.5	CC(=O)N1CCc2c1cccc2S(=O)(=O)NC(CC(C)C)C(=O)Nc1ccc(F)cc1Cl (stereo not drawn)
-5.2	COc1ccc(CN2C(=O)[C@]3(NCCc4c3[nH]c3ccc(OC)cc43)c3cc(Br)ccc32)cc1
0.8	CCCOc1ccc(Oc2c(Cl)cnn(Cc3cccc4ccccc34)c2=O)cc1
-0.8	CCCCCCCCN1CN2Cc3cc(OC)ccc3C2CS1(=O)=O (stereo not drawn)
-0.8	COC(=O)[C@]12C[C@H](CC(=O)NCc3cccs3)C(=O)N(Cc3ccco3)C1=C[C@H](C(C)C)O[C@@H]2C1CC1
-5.3	C#CCNC(=O)C[C@H]1C[C@@]2(C(=O)OC)C(=C[C@H](C(C)C)O[C@@H]2C2CC2)N(CCC2=CCCCC2)C1=O
-2.8	Cc1c(NC(=O)C2CCCN(S(=O)(=O)c3ccc(Cl)s3)C2)c(=O)n(-c2ccccc2)n1C (stereo not drawn)
-2.9	C=CCCC1(CCC)C(=O)/C(=C(\O)c2ccccc2)C(=O)C(CCC)=C1OC (stereo not drawn)
-3.4	O=C(CN1C(=O)C2(OCCCO2)c2ccccc21)NCc1ccc2ccccc2c1
-0.6	CCOC(=O)[C@]12CCCCC/C=C\1N(CCc1ccc(Cl)cc1)C(=O)[C@H]2CC(=O)N1CCCC1
-2.3	O=C(NCc1ccccc1)C1(C(=O)C2CC2)CC(c2ccccn2)=NO1 (stereo not drawn)

The list continues:
PI4K2A inh	Compound
-7.9	COc1ccc(CNC(=O)c2cc(-c3ccccc3)c(N3CCOCC3)s2)cc1OC
-5.0	O=C(CSc1nnc(-c2ccc(Cl)cc2)n1C1CCCCC1)NN=Cc1c(O)ccc2ccccc12
-0.3	CCC[C@H]1OC(=O)[C@@H]2CCCN2C(=O)[C@H]([C@H](C)Cc2ccccc2)NC(=O)[C@@H]2CCCN2C(=O)[C@@H]2CCCN2C(=O)[C@H](C(C)C)OC(=O)[C@@H]2CCCN2C(=O)[C@H](C(C)C)NC(=O)C1(C)C
1.9	CCc1c(C(=O)C(C)O)c2n3c1CCC[C@@H]3CC2 (stereo partly drawn)
-3.5	Cn1c(SCC2CCC2)nnc1-c1ccco1
-3.0	Cc1cccc(-c2cccc3c4c([nH]c23)[C@@H]2C[C@H](N(C)C(=O)c3ccccc3F)[C@H]([C@H](C)O)CN2CC4)c1
0.4	Cc1ccc(C2=CCN(C)C(=O)N2c2ccc(Br)cc2)cc1
-2.0	Cc1nc2ccc(NC(=O)c3ccc(F)cc3Cl)cc2c(=O)[nH]1
-1.5	CC(=NNC(=O)CSc1nnc(-c2ccccc2)n1-c1ccccc1)c1ccc2ccccc2c1
-0.9	CCn1c2ccccc2c2cc(C=NNC(=O)CSc3nc4ccccc4c(=O)n3-c3ccccc3)ccc21
-1.3	COC(=O)C1CN(CCO)CCS(=O)(=O)N1Cc1cn(Cc2ccc(C)cc2)nn1 (stereo not drawn)
-0.2	COC(=O)[C@@]12CCCCC=C1N(CCc1ccc(Cl)cc1)C(=O)[C@H]2CC(=O)NCCCCc1ccccc1
-0.3	C[C@@H]1CCN(C2CC2)S(=O)(=O)c2ccc(N3CC[C@H](N(C)C)C3)cc2O1
4.2	CC(C)(C)CSc1nnc(-c2cccnc2)n1Cc1ccccc1
-6.0	C/C(C=NNC(=O)CSc1nc2ccccc2n1Cc1ccccc1Cl)=C\c1ccccc1
-2.6	CCCCNC[C@@]12CO[C@H](c3ccc(Cl)cc3)N1[C@@H](c1ccc(Cl)cc1)SC2
4.8	C[C@@H]1CN([C@@H](C)CO)C(=O)c2cccc(NC(=O)Nc3cccc4ccccc34)c2O[C@H]1CN(C)S(=O)(=O)c1ccccc1F
6.2	c1nc(NCC2CCCC2)c2cc(-c3ccc4c(c3)OCO4)ccc2n1
3.4	O=C(OCc1cn(Cc2ccc(F)cc2F)nn1)N1CCOCC1

Quoted from the listing:
PI4K2A inh, Cn1c(SCC2CCC2)nnc1-c1ccco1 : -3.5
PI4K2A inh, O=C(OC12CCCN(C1)/C(=C/c1cccc(Cl)c1)C2)C1CCCC1 (stereo not drawn) : 1.5
PI4K2A inh, O=C(OCc1ccccc1)[C@H](Cc1ccccc1)NC(=O)[C@@H]1CC=C[C@@H]2CCN(C3CCCCC3)C(=O)[C@@H]21 : -2.5
PI4K2A inh, C[C@@H](N)P(=O)(O)C[C@H](Cc1ccccc1)C(=O)O : -8.2
PI4K2A inh, CCOC(=O)[C@]12CCCCC/C=C\1N(Cc1ccc(OC)cc1)C(=O)[C@H]2CC(=O)N1CCN(C(=O)c2ccco2)CC1 : 1.0
PI4K2A inh, Fc1ccc(CC2CCN(c3ncnc4sccc34)CC2)cc1 : 0.1
PI4K2A inh, COc1cc(Cn2cc([C@]34C[C@H]5C(=O)N(C)CC(=O)N5[C@H]3N(S(=O)(=O)c3ccccc3)c3ccccc34)c3ccccc32)cc(OC)c1 : 0.0
